USP1-UAF1 inh = USP1/UAF1 (human) deubiquitinase inhibition | O94782 | AID 743255 | recombinant USP1/UAF1, Ub-Rhodamine cleavage fluorescence | 390,000 tested, 0.23% active | Potency, µM (titrated, usually from 57.1 µM), inactives show at the top dose activity change, negative = inhibition, hits mostly inhibitors; also: potency is read from the fitted curve at half-maximal effect; % is scaled to controls: 0 for no effect and ±100 for the full control effect; nearly all actives have a fitted effect of over 60% in size; inactives centre near -12
Target sequence (O94782 whole entry, looked up): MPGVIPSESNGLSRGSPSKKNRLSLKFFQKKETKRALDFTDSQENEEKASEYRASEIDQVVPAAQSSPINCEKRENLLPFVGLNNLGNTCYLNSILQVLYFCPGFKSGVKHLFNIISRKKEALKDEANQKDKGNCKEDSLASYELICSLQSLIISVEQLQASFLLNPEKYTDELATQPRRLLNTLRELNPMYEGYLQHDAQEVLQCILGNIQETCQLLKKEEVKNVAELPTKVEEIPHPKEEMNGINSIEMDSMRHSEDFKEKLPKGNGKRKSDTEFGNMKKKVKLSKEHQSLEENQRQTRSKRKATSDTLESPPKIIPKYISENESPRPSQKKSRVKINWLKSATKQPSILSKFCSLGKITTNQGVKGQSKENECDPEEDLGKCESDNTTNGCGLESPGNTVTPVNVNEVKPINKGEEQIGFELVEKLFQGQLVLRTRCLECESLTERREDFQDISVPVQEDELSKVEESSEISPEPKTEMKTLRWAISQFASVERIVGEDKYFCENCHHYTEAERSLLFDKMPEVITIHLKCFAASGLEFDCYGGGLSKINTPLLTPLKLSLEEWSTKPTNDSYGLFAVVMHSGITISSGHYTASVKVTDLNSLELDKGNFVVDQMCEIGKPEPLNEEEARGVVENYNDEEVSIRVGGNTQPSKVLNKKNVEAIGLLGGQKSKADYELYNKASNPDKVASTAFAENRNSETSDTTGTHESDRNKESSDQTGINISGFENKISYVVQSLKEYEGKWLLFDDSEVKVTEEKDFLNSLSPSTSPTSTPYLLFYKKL
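In this screen, compounds sit with the deubiquitinase complex (1nM) for 15 min at room temperature before Ub-Rho is added at 150nM final. Fluorescence rise is then followed for 6 reads every 60 seconds.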
TrxR1 substrate = rat thioredoxin reductase 1 substrate activity; purified TrxR1 substrate turnover, NADPH consumption readout; Potency, µM (highest dose often 114 µM), inactives show at the top dose activity change, negative = substrate turnover; 390,000 tested, 0.01% active; AID 588456; also: potency is read from the fitted curve at half-maximal effect; % is scaled to controls: 0 for no effect and ±100 for the full control effect; nearly all actives have a fitted effect of over 50% in size
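Rat TrxR1, dispensed at 90 nM, was prereduced with 400 uM NADPH (final) for 5 min at ~22 deg C, then incubated with compound 15 min before 400 uM selenite. A first-read NADPH fluorescence drop versus no-compound background flagged substrates.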
PI4K2A block = PI4K2A (human) kinase inhibition; purified PI4K2A, ADP-Glo luminescence, 1 h; active compounds read low; activity change, negative = inhibition, % at 76.9 µM; 420,000 tested, 0.13% active; in the data active = activity change below about -50%; inconclusive = mostly about -30% to -49%;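 also: -100% = wells without enzyme as full effect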
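PI4K2A activity was measured by ADP-Glo luminescence: enzyme (4 ug/mL stock) and phosphatidylinositol (1.2 mM stock) in Tris pH 7.5/MgCl2/EGTA/Triton X-100 buffer were reacted with ATP (300 microM stock) for one hour at ambient temperature.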
D2 antag = D2 dopamine receptor (human) antagonism; P14416; HEK293 TREx D2 cells, calcium flux, dopamine EC80; inhibition, % at 10 µM; 340,000 tested, 2% active; AID 485344; in the data active = inhibition above about 30%; also: 0% is about no effect
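Calcium mobilization kinetics were recorded at 1 s intervals in tetracycline-induced HEK293 T-REx D2 cells, first for 180 s after compound addition and then 180 s after EC80 dopamine.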
TRHR enhancer = allosterically enhances the human TRH receptor | enhancement, % at 2 µM | 360,000 tested, 0.66% active | TRHR cells, fluo-8 calcium fluorescence, EC20 TRH enhancement; in the data active = enhancement above about 30%; also: 0% is about no effect
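TRHR-expressing cells loaded with fluo-8 calcium dye were read kinetically (ex 480/em 530) during compound addition, then stimulated with an EC20 of TRH (10 nM final). Enhancement of the Gq-mediated intracellular calcium response was scored.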
D2 agonist = activates the human D2 dopamine receptor. AID 485358. 340,000 tested, 0.53% active. HEK293 T-REx D2 cells, calcium flux agonist mode. P14416. activation, % at 2 µM;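 active = activation over 3 SD above normal in the single-dose calcium agonist read, cut at about 30% in these data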; also: 0% is about no effect
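Tetracycline-induced HEK293 T-REx cells with force-coupled D2 receptor, plated overnight at 30 C, loaded with no-wash calcium dye. After a 10 s baseline, compound was pin-added and calcium flux read kinetically for 180 s; calcium rises flagged agonists.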
TRHR ag = agonists of human TRH receptor; P34981; TRHR cells, calcium flux fluo-8, FDSS agonist mode; activation, % at 2 µM; 360,000 tested, 0.18% active; in the data active = activation above about 30%; also: 0% is about no effect
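TRHR-expressing cells, plated overnight in medium with 10% serum, were loaded with fluo-8 calcium dye at room temperature. After a 10 s baseline, library compound was pin-added and calcium release was recorded kinetically (ex 480/em 530) as agonist response.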
rTrxR1 inhibitor = blocks rat thioredoxin reductase 1; O89049; recombinant rTrxR1, NADPH fluorescence consumption, selenite substrate; Potency, µM (top dose mostly 114 µM), for inactives: top-dose activity change, negative = inhibition, hits mostly inhibitors; 390,000 tested, 1% active; AID 588453; also: potency is read from the fitted curve at half-maximal effect; % is scaled to controls: 0 for no effect and ±100 for the full control effect; nearly all actives have a fitted effect of over 65% in size
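Rat TrxR1 (90 nM in the dispensed reagent) was pre-reduced with 400 uM NADPH for 5 min at room temperature, then incubated with compound for 15 min. After 400 uM selenite was added, NADPH fluorescence (Ex 340/Em 450 nm) was followed for 8 min.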
mIDH1 inhibitor = inhibitors of human mutant IDH1 R132H. O75874. IDH1-R132H enzyme, NADPH consumption, diaphorase/resazurin fluorescence. Potency, µM (top dose mostly 76.6 µM), for the others: at the highest dose activity change, negative = inhibition, most hits filed as inhibitors. 390,000 tested, 0.093% active; also: potency is read from the fitted curve at half-maximal effect; % is scaled to controls: 0 for no effect and ±100 for the full control effect; nearly all actives have a fitted effect of over 65% in size
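IDH1-R132H (0.5 ug/mL dispensed) in pH 7.5 Tris buffer was preincubated 30 min with compound, then given a substrate mix of 0.016 mM NADPH and 2 mM alpha-KG for 80 min at room temperature; remaining NADPH was read by diaphorase/resazurin fluorescence.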
Numbers without * were called inactive; ? = inconclusive; . = no result given; & = joins results of further samples; ! = not active in a repeat; [ ] = remark or other dose. Unless noted, calls follow the shape of the dose curve; as a rule, active = well fitted inhibition curve with a large enough effect; inconclusive = small, poorly fitted or top-dose-only effect; inactive = no such curve, though single readings can be large or run the other way. Compounds were not picked by outcome. Share with any hit: about 3.9%.

SMILES	USP1-UAF1 inh	TrxR1 substrate	PI4K2A block	D2 antag	TRHR enhancer	D2 agonist	TRHR ag	rTrxR1 inhibitor	mIDH1 inhibitor
Cc1noc(C)c1NC(=O)Nc1cccc2c1O[C@@H](CN(C)C(=O)Nc1ccc3c(c1)OCO3)[C@@H](C)CN([C@H](C)CO)C2=O	?	6%[57.1 µM]	1	.	.	.	.	12%[57.1 µM]	-8%
CCc1cccc(C)c1NC(=O)Nc1c(Br)cnn1C	-17%	2%	3	-29	-3	-0.3	1.0	35%[activator]	7%
O=C(NC1CCCCC1)C(c1cccnc1)N(C(=O)CCl)c1ccccc1Cl (centres undefined)	-19%	-19%[57.1 µM]	1	1	-3	0.7	0.0	3%[57.1 µM]	0%
Cc1ccc(CNC(=O)[C@@H](NC(=O)Cc2ccccc2)C(C)C)cc1	-5%	8%	-3	-13	1	-2.1	-1.7	35%	1%
COCCCNC(=S)N1CCN(Cc2ccc3c(c2)OCO3)CC1	-6%	5%	2	15	19	-0.3	0.3	19%	2%
CCCCn1c(N)c(N(CCC(C)C)C(=O)C2CCCC2)c(=O)[nH]c1=O	-17%	9%	-2	-9	5	0.1	0.6	23%	4%
COc1ccc(C(=O)Nc2nc3ccccc3[nH]2)cc1S(=O)(=O)N1CCOCC1	-5%	-21%	5	8	-2	0.3	0.0	-17%	-2%
COc1c(C)cccc1C(=O)Nc1cc(-c2nn3c(C)nnc3s2)ccc1C	-20%	4%[57.1 µM]	-1	.	.	.	.	14%[57.1 µM]	-1%
O=c1ccn(-c2cccc(C(F)(F)F)c2)nc1-c1ccn(-c2ccccc2)n1	1%	-5%	5	13	-5	0.2	0.0	-3%	14%
O=C(N/N=C/C=C/c1ccccc1[N+](=O)[O-])c1cc(-c2ccccc2)n[nH]1	-19%	-5%[57.1 µM]	4	8	-1	-1.2	-1.7	4%[57.1 µM]	-5%
CN(C)CC/C=C1\c2ccccc2COc2ccccc21	-16%	6%[57.1 µM]	2&0&1	51*	-2	1.4	0.6	32µM*!	-6%
O=C(COC(=O)CNC(=O)c1ccccc1)NCCc1ccccc1	-10%	6%[57.1 µM]	3	0	-3	-0.6	-0.2	14%[57.1 µM]	3%
CCOC(=O)[C@H]1[C@H]2COc3ccc(Cl)cc3[C@@H]2N2C(=O)c3ccccc3NC(=O)[C@@]12C	-33%	-3%	6	-10	-1	-0.6	-0.3	15%	10%
Cc1ccc2nc(-c3cccc(NC(=O)CSc4ccc(Cl)cc4)c3)oc2c1	5%	40%[activator]	-1	.	-1	0.1	2.3	32%	.
Cc1ccc(-c2nc(N)sc2-c2ccc(C)cc2)cc1	-18%	-8%	-3	-4	11	12	-0.3	29%[57.1 µM]	7%
O=C(NCC1CCCO1)c1ccc(CS(=O)(=O)Cc2ccc(F)cc2)o1 (centres undefined)	1%	-6%	-23	.	-8	.	0.6	-15%	11%
Fc1ccc(-c2c[nH]c(=S)n2Cc2ccccc2)cc1	-14%	5%	1	28	-2	7.4	-0.2	-2%	0%
O=C(Nc1c2c(nn1-c1ccc(F)cc1)CSC2)c1ccc(S(=O)(=O)N2CCOCC2)cc1	-13%	-3%	-5	13	-1	0.9	0.7	13%	2%
CC(CCCN1CCCC1)Nc1ccnc2cc(Cl)ccc12 (centres undefined)	-23%	14%[57.1 µM]	-6	.	.	.	.	4%[2.29 µM]	0%
Cc1noc(C)c1CSCC(=O)OCC(=O)Nc1sccc1C#N	-3%	-6%	-1	-5	-3	0.6	0.4	-1%	2%
Cc1nc(SCc2ccccc2)c2oc3ccccc3c2n1	-14%	20%	-1	13	7	-0.4	-0.6	23%	0%
FC(F)(F)c1ccc2c(c1)N1CCCC1CN2 (centres undefined)	-18%	5%[57.1 µM]	-3	.	0	.	0.2	22%[57.1 µM]	-10%
COc1ccccc1OCC#CCn1ccnc1	-13%	-2%	1	-7	2	1.5	0.0	20%	2%
Cc1nn(C)c(Oc2cccc(Cl)c2)c1C(=O)Nc1ccc(F)cc1F	-17%	-5%	-3	-2	19	0.8	0.4	1%	0%
O=C(CSc1nc(=O)n2ccccc2n1)NCc1ccc2c(c1)OCO2	-21%	-1%[57.1 µM]	-2	-1	5	0.3	0.2	1%[57.1 µM]	-7%

4 structures already listed, sorted by SMILES length, low to high.
SMILES	USP1-UAF1 inh	TrxR1 substrate	PI4K2A block	D2 antag	TRHR enhancer	D2 agonist	TRHR ag	rTrxR1 inhibitor	mIDH1 inhibitor
Cc1ccc(-c2nc(N)sc2-c2ccc(C)cc2)cc1	-18%	-8%	-3	-4	11	12	-0.3	29%[57.1 µM]	7%
Cc1ccc2nc(-c3cccc(NC(=O)CSc4ccc(Cl)cc4)c3)oc2c1	5%	40%[activator]	-1	.	-1	0.1	2.3	32%	.
CCCCn1c(N)c(N(CCC(C)C)C(=O)C2CCCC2)c(=O)[nH]c1=O	-17%	9%	-2	-9	5	0.1	0.6	23%	4%
COc1ccc(C(=O)Nc2nc3ccccc3[nH]2)cc1S(=O)(=O)N1CCOCC1	-5%	-21%	5	8	-2	0.3	0.0	-17%	-2%

Following part.
SMILES	USP1-UAF1 inh	TrxR1 substrate	PI4K2A block	D2 antag	TRHR enhancer	D2 agonist	TRHR ag	rTrxR1 inhibitor	mIDH1 inhibitor
Nc1nn(-c2ccccc2)c2ccc([N+](=O)[O-])cc12	-8%	5%[57.1 µM]	-22	-20	0	2.7	0.4	13%[57.1 µM]	3%
COC(=O)C1=C(C)N(Cc2ccccc2)C(=O)N[C@H]1c1cccs1	-16%	10%[57.1 µM]	-2	-7	16	0.6	-0.2	12%[57.1 µM]	-15%
C#Cc1ccc(C(=O)Nc2cc(C(N)=O)ccc2N2CCOCC2)cc1	-13%	-8%	16	-39	13	-0.4	-0.3	-6%	0%
COC(=O)c1cnn(-c2ccccc2)c1-n1cccc1C=O	3%	7%[57.1 µM]	-2	16	-15	-0.5	-0.1	1%[57.1 µM]	0%
Cc1ccc(-n2nnnc2SCC(=O)NC2CCCc3ccccc32)c(C)c1 (centres undefined)	-7%	4%[57.1 µM]	0	4	-4	-0.4	0.4	-8%[57.1 µM]	5%
O=C(N/N=C/c1cccc(OC(=O)c2ccc3c(c2)OCO3)c1)c1cncc(Br)c1	-21%	-7%	4	-1	7	-0.9	-1.4	-3%	-2%
Cc1cc(N/N=C/c2ccco2)c2ccccc2n1	-25%	21%	-1	-16	24	-0.3	-0.2	22%	-9%
Cc1ccc(-c2csc3ncn(/N=C/N(C)C)c(=O)c23)o1	-19%	-5%	0	11	-6	1.0	-1.0	?	6%
Cc1ccc2c(c1)C1CN(C)CCC1N2Sc1ccccc1[N+](=O)[O-] (centres undefined)	-20%	-3%	-3	43*	-1	-1.7	0.6	9%	6%
CCN(C(=O)COC(=O)COc1ccc2c(C)cc(=O)oc2c1)C1CCS(=O)(=O)C1 (centres undefined)	0%	14%[57.1 µM]	5	-36	-2	7.6	-0.1	30%[57.1 µM]	-2%
Cc1ccc(-c2csc(NC(=O)CN3CC(C)OC(C)C3)n2)cc1 (centres undefined)	-1%	-11%	1	-1	8	0.3	-0.2	10%[57.1 µM]	-1%
CCOC(=O)C1CN(c2cc3c(cc2F)c(=O)c(C(=O)O)cn3CC)OC1C(=O)OCC (centres undefined)	-15%	-5%	-1	-13	0	0.1	0.1	-7%	5%
COc1cc(OC)cc(N(C(=O)c2ccco2)C(C(=O)NC2CCCC2)c2ccc(N3CCOCC3)cc2)c1 (centres undefined)	-17%	3%[57.1 µM]	-5	-22	-9	1.6	1.5	0%[57.1 µM]	-3%
COC(=O)CN1C(C(=O)c2ccccc2)=C(OC(=O)c2ccc(C)cc2)c2ccccc2S1(=O)=O	-19%	1%	31	.	9	0.5	1.4	4%	.
CC(CN1CCCCC1)OC(=O)c1ccco1 (centres undefined)	-7%	27%	-7	-9	10	0.0	0.3	18%[57.1 µM]	1%
CC(C)CCNC(=O)c1ccc(-n2cnc3cccnc32)cc1	-18%	-1%	-5	-7	-2	0.6	-0.1	11%	0%
COc1ccc(CN2C(=O)c3cccnc3C2=O)cc1S(=O)(=O)N(C)c1cccc(C)c1	-18%	5%[57.1 µM]	3	0	-2	1.1	-0.7	21%[57.1 µM]	-6%
Cc1ccc(C(=O)COC(=O)CCN2C(=O)C3C4CCC(C4)C3C2=O)cc1C (centres undefined)	-21%	-5%	-1	-8	-7	0.3	-0.5	1%	9%
O=C(CCCN1C(=O)/C(=C\c2cccs2)SC1=S)Nc1ccc(C(=O)O)cc1	-9%	79µM*	-5	.	7	.	3.4	-21%	-4%
COc1ccc(CNc2nc(NCc3ccc(OC)cc3)n(C(=O)c3ccccc3[N+](=O)[O-])n2)cc1	-9%	6%[57.1 µM]	-3	31*	-2	0.6	-0.3	26%[57.1 µM]	2%

Filtered by structure, the compounds so far containing a COOH group (2)
SMILES	USP1-UAF1 inh	TrxR1 substrate	PI4K2A block	D2 antag	TRHR enhancer	D2 agonist	TRHR ag	rTrxR1 inhibitor	mIDH1 inhibitor
CCOC(=O)C1CN(c2cc3c(cc2F)c(=O)c(C(=O)O)cn3CC)OC1C(=O)OCC (centres undefined)	-15%	-5%	-1	-13	0	0.1	0.1	-7%	5%
O=C(CCCN1C(=O)/C(=C\c2cccs2)SC1=S)Nc1ccc(C(=O)O)cc1	-9%	79µM*	-5	.	7	.	3.4	-21%	-4%

One compound at a time (already shown):
COc1ccc(CNc2nc(NCc3ccc(OC)cc3)n(C(=O)c3ccccc3[N+](=O)[O-])n2)cc1 in the list: USP1-UAF1 inh: -9%; TrxR1 substrate: 6%[57.1 µM]; PI4K2A block: -3; D2 antag: 31*; TRHR enhancer: -2; D2 agonist: 0.6; TRHR ag: -0.3; rTrxR1 inhibitor: 26%[57.1 µM]; mIDH1 inhibitor: 2%
COc1ccc(CN2C(=O)c3cccnc3C2=O)cc1S(=O)(=O)N(C)c1cccc(C)c1 in the list: USP1-UAF1 inh: -18%; TrxR1 substrate: 5%[57.1 µM]; PI4K2A block: 3; D2 antag: 0; TRHR enhancer: -2; D2 agonist: 1.1; TRHR ag: -0.7; rTrxR1 inhibitor: 21%[57.1 µM]; mIDH1 inhibitor: -6%
